# KCNK9 inh: KCNK9 potassium channel inhibitors, primary screen, HEK293 cells, thallium flux; FluxOR thallium flux fluorescence; hits give low values; B-score at 10 µM; 310,000 tested, 1.2% active;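 active means ratio B-score over 3 SD below the library mean, with starting fluorescence within 5 SD of its mean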;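 further: negative B-score means less thallium flux so channel inhibition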
# ANO1 block: TMEM16A chloride channel inhibitors, primary screen, cell-based, HTS; Anoctamin-1 (Mus musculus), Q8BHY3; HEK293 TMEM16A/YFP iodide influx fluorescence, ionomycin; normalized B-score (activity score, 25-100; higher = stronger inhibition) at 10 µM; 310,000 tested, 1.2% active; AID 588511, 2011;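 active means ratio plate-corrected score three or more library SD toward inhibition, starting fluorescence score within five deviations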;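 further: score derived from kinetic fluorescence span divided by baseline fluorescence per well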
# hERG protect: hERG rescue from dofetilide block, primary screen, cell-based, CHO-hERG, FluxOR thallium flux, dofetilide IC70. 310,000 tested, 0.51% active. AID 1511, 2009. Voltage-gated inwardly rectifying potassium channel KCNH2 (Homo sapiens), Q12809. dofetilide IC70 present. activation (rescue from dofetilide block), less the hit threshold, % at 10 µM;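 active means activation above the mean of controls blocked by dofetilide plus 5 SD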;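 further: thallium influx through hERG after potassium depolarization seen as dye fluorescence rise; in these data hits start at about 4.7%; inactives centre near -7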
# KCNQ1 inh: inhibitors of human KCNQ1 channel, primary screen, cell-based, thallium flux, high-throughput; B-score at 10 µM; 310,000 tested, 1.3% active; Potassium voltage-gated channel subfamily KQT member 1 (Homo sapiens), P51787; CHO-K1 KCNQ1, FluxOR thallium flux fluorescence; hits give high values; AID 2642, 2010;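 active means compounds whose thallium flux B-score, printed positive for inhibition, exceeds three library SD while starting fluorescence stays within three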;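 further: channel opened by potassium depolarization with thallium stimulus after 20 min compound exposure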
# KCNK3 inh: human KCNK3 channel inhibitors, primary screen, CHO cells, FluxOR thallium flux, B-score. Potassium channel subfamily K member 3 (Homo sapiens), O14649. FluxOR fluorescence; hits give low values. B-score at 10 µM. 340,000 tested, 0.84% active;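 active means B-score under library mean minus 4 SD, starting fluorescence ratio at most library mean plus 5 SD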;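 further: more negative B-score means stronger inhibition of thallium flux through KCNK3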
# Target sequence (O14649 whole entry, looked up): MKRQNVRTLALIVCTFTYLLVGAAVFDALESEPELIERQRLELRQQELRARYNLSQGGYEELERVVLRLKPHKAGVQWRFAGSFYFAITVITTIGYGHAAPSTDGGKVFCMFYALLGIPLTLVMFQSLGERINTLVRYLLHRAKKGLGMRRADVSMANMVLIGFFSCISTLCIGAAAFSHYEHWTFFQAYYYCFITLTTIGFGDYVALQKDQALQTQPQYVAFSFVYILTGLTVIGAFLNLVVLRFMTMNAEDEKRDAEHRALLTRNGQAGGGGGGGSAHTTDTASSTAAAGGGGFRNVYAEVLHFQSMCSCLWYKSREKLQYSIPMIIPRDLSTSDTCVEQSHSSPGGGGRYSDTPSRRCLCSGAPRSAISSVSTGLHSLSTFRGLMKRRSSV
# SKKanGAS inh: S. pyogenes SKKanGAS growth inhibitors in kanamycin, primary screen, streptokinase expression inhibitor project, SKKanGAS strain, BacTiter-Glo luminescence | 6 h | inhibition, % at 7.5 µM | 300,000 tested, 1.3% active;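 active means mean replicate score, as percent of positive control median, at least 50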;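 further: strain carries kanamycin resistance gene driven by streptokinase promoter and grows in 40 µg/ml kanamycin; loss of luminescence reflects streptokinase promoter inhibition or plain growth inhibition; 0% = median of DMSO wells and 100% = positive control at its reference dose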
# RGS4 inh: RGS4 inhibitors, primary screen, cell-based, HEK293 M3R inducible RGS4, calcium flux | B-score at 10 µM | Fluo-4 calcium flux; hits give high values; triggered by carbachol at its EC20 | 310,000 tested, 0.45% active | Regulator of G-protein signaling 4 (Homo sapiens), P49798;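 active means B-score, a plate-corrected calcium signal, over three deviations above library mean, with baseline fluorescence within five deviations of library mean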;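 further: RGS4 expression induced by doxycycline in cells with stable M3 receptor; B-score is computed from the integrated fluorescence ratio over baseline after carbachol; higher B-score means a larger calcium signal and so more RGS4 inhibition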
# Target sequence (P49798 whole entry, looked up): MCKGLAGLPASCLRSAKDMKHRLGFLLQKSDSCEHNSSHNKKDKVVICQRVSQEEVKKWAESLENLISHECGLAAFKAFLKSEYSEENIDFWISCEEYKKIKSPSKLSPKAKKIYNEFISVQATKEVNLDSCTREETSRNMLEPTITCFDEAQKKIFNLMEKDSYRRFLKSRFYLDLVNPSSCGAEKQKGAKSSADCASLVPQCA
# RGS4 act: RGS4 potentiators or activators, primary screen, cell-based, HEK293 M3R inducible RGS4, calcium flux | carbachol calcium flux Fluo4; hits give low values | B-score at 10 µM | 310,000 tested, 0.92% active | AID 463111, 2010;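 active means B-score of the integrated calcium signal more than 4 SD below the library mean, with starting fluorescence not abnormally high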;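 further: negative B-score means reduced calcium response which marks RGS4 activation or potentiation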
#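 System: HEK293 FlpIn-TREx cells, stable M3R, doxycycline-inducible RGS4. Timing: overnight RGS4 induction, 30 min dye load 37 °C, 20 min compound RT. Also added: carbachol, ECmax concentration. Measured by: Fluo4 fluorescence kinetic imaging of calcium. Evaluation: integrated calcium ratio converted to B score.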
# KCNQ1 pot: potentiators or activators of KCNQ1 channel, primary screen, cell-based, thallium flux, high-throughput; Potassium voltage-gated channel subfamily KQT member 1 (Homo sapiens), P51787; CHO-K1 KCNQ1, thallium flux FluxOR fluorescence; hits give high values; B-score at 10 µM; 310,000 tested, 0.35% active;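 active means fluorescence ratio B-score, a plate-corrected score, at least three library SD, with initial intensity B-score within 5 SD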
#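 Test system: CHO-K1 cells stably expressing KCNQ1 / Medium: assay buffer / Also added: depolarizing K+/Tl+ stimulus, K2SO4 and Tl2SO4 each 12.5 mM in 5x stock / Incubation: 90 min dye loading and 20 min compound exposure, both at room temperature / Signal: thallium influx via FluxOR fluorescence, kinetic imaging / Evaluation: B score of baseline-normalized fluorescence ratio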
# HDAC3 inhib: HDAC3 deacetylase inhibitors, primary screen, biochemical, fluorescence, cell-free homogeneous; Histone deacetylase 3 (Homo sapiens), O15379; recombinant HDAC3, fluorogenic peptide/trypsin coupled; inhibition, % at 8.3 µM; 320,000 tested, 0.15% active; AID 2718, 2010; in the data active means inhibition above about 26%, passing the limit was not always enough
# Target sequence (O15379 whole entry, looked up): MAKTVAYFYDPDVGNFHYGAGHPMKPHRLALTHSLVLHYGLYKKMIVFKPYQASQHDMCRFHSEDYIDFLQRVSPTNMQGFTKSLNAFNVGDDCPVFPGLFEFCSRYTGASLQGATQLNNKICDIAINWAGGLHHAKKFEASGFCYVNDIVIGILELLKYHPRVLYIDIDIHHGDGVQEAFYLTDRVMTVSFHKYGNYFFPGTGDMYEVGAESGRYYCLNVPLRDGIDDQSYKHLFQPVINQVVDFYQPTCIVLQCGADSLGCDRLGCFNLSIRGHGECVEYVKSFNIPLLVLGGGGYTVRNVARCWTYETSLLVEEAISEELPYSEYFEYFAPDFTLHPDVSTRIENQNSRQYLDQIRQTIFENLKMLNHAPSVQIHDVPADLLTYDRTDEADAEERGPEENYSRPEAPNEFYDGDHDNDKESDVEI
# TMEM16A act: TMEM16A chloride channel activators or potentiators, primary screen, cell-based, HTS; Anoctamin-1 (Mus musculus), Q8BHY3; B-score at 10 µM; 340,000 tested, 0.3% active; HEK293 TMEM16A/YFP-H148Q/I152L, iodide quench fluorescence; hits give low values;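 active means fluorescence-ratio B-score plate-corrected deviation score at least 3 library SD below zero, with starting fluorescence score within 5 deviations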;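 further: channel opened by trigger with iodide after compound preincubation; score built on the fluorescence ratio of max minus min over baseline; more negative score means more quench and so TMEM16A activation or potentiation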
# Active calls of the source: *; i = inactive; nt = not tested or not shown.
SMILES,KCNK9 inh,ANO1 block,hERG protect,KCNQ1 inh,KCNK3 inh,SKKanGAS inh,RGS4 inh,RGS4 act,KCNQ1 pot,HDAC3 inhib,TMEM16A act
COc1ccc(Cl)cc1-n1c(=S)sc2c(=O)[nH]c(SCC(=O)NCCC(C)C)nc21,i,nt,1,i,i,18,i,i,i,nt,i
O=C(c1ccccc1)N1N=C(C(F)(F)F)CC1(O)c1ccccc1O (stereo not drawn),i,i,-11,i,i,1,i,i,i,3,i
Cc1cc(=O)oc2cc3c(cc12)OCO3,i,i,-4,i,i,2,i,i,i,-100,i
CCCCCCOC(=O)Nc1ccc(S(=O)(=O)Nc2cccc([N+](=O)[O-])c2)cc1,i,i,-5,i,i,5,i,i,i,13,i
CC(C)(C)C(=O)N1CCN(S(=O)(=O)c2ccc3c(c2)OCCCO3)CC1,i,i,-4,i,i,-1,i,i,i,4,i
CS(=O)(=O)c1nc(-c2cccs2)cc(C(F)(F)F)n1,i,i,-21,i,nt,-16,i,i,i,-6,nt
CC1CCN(S(=O)(=O)c2cn(CC(=O)N3CCN(C)CC3)c(=O)c3ccccc23)CC1,i,nt,-11,i,i,1,i,i,i,nt,i
CCCCOC(=O)CCc1nc2ccccc2[nH]1,i,i,-7,i,i,-2,i,i,i,0,i
COC(=O)N1C(=O)[C@@](c2ccccc2)(C2CCCCC2)N1C(=O)OC,i,i,-2,i,i,-2,i,i,i,0,i
c1ccc(CNc2ccc3ccccc3n2)nc1,i,i,-4,i,i,8,i,i,i,2,i
C/C(=N/N=C(\C)c1ccccc1O)c1ccccc1O,i,i,-8,i,i,-3,i,i,i,10,i
CCCNC(=O)COc1coc(CN2CCN(c3ccccc3F)CC2)cc1=O,i,i,-5,i,i,-2,i,i,i,-2,i
CCOc1ccc(-c2cnc(NCc3cccc4ccccc34)n2CCOC)cc1,i,100*,-30,10*,-9.5*,12,i,i,i,-2,i
Cn1ccnc1/C(=N\NC(=O)c1ccc(O)cc1)c1cccc([N+](=O)[O-])c1,i,i,-16,i,i,-8,i,i,i,8,i
CC(=O)c1cccc(NC(=O)c2nc(-c3ccccc3)oc2C)c1,i,i,-18,i,i,-13,i,i,i,-3,i
CCOC(=O)c1cc(C(=O)Nc2ccc(C)c(F)c2)nn1C,i,i,-4,i,i,-1,i,i,i,-2,i
COc1ccc(/C=N/Nc2nc(N3CCCC3)nc(N3CCCC3)n2)cc1O,i,i,-19,i,i,-4,i,i,i,5,i
Cc1cc(Cl)ccc1NC(=S)NCc1cccs1,i,i,-1,i,i,13,i,i,i,-5,i
COc1cc(C2NC(=O)NC(C)=C2C(=O)OCc2ccc(C)cc2)cc(OC)c1OC (stereo not drawn),i,i,-4,i,i,-1,i,i,i,4,i
CC1CCCCC12NC(=O)N(CC(=O)OCC(=O)c1ccc(OC(F)F)cc1OC(F)F)C2=O (stereo not drawn),i,i,-6,i,i,-3,i,i,i,8,i
COc1cc(C(=O)NCC2(c3ccccc3)CCCC2)ccc1OC(C)C,i,i,-8,i,i,-1,i,i,i,9,nt
COC(=O)c1cc2n(n1)CCN(Cc1ccccc1Cl)C2=O,i,i,-7,i,i,2,i,i,i,-3,i
N#Cc1nc(-c2ccc(F)cc2)oc1NCc1ccccc1,i,i,-4,i,i,-4,i,i,i,-9,i
COC(=O)c1ccc(-n2nc(C(F)(F)F)c3c2-c2ccoc2CC3)cc1,i,i,-8,i,i,4,i,i,i,0,i
Cc1cccc(-c2ocnc2C(=O)N2CCN(C(=O)c3cccs3)CC2)c1,i,i,-9,i,i,1,i,i,i,2,i

# Four of the compounds above, with bars between the fields.
SMILES | KCNK9 inh | ANO1 block | hERG protect | KCNQ1 inh | KCNK3 inh | SKKanGAS inh | RGS4 inh | RGS4 act | KCNQ1 pot | HDAC3 inhib | TMEM16A act
CC1CCN(S(=O)(=O)c2cn(CC(=O)N3CCN(C)CC3)c(=O)c3ccccc23)CC1 | i | nt | -11 | i | i | 1 | i | i | i | nt | i
O=C(c1ccccc1)N1N=C(C(F)(F)F)CC1(O)c1ccccc1O (stereo not drawn) | i | i | -11 | i | i | 1 | i | i | i | 3 | i
COc1ccc(/C=N/Nc2nc(N3CCCC3)nc(N3CCCC3)n2)cc1O | i | i | -19 | i | i | -4 | i | i | i | 5 | i
COc1cc(C(=O)NCC2(c3ccccc3)CCCC2)ccc1OC(C)C | i | i | -8 | i | i | -1 | i | i | i | 9 | nt

# The list goes on.
SMILES,KCNK9 inh,ANO1 block,hERG protect,KCNQ1 inh,KCNK3 inh,SKKanGAS inh,RGS4 inh,RGS4 act,KCNQ1 pot,HDAC3 inhib,TMEM16A act
O=C(C[n+]1ccc(C(=O)NCc2ccccc2)cc1)c1ccc(OC(F)F)cc1,i,i,-11,i,i,5,i,i,i,-3,i
CC(C)(Cc1ccccc1)/[N+]([O-])=C\c1ccc(C(F)(F)F)cc1,i,i,-11,i,i,-2,i,i,i,3,i
CN(c1nc2ccccc2n2c(C3CC3)nnc12)S(=O)(=O)c1ccccc1,i,i,-13,i,i,-12,i,i,i,-7,i
COc1ccc(C(=O)N(CCc2ccccc2)Cc2ccccc2)c(OC)n1,i,i,-8,i,i,24,i,i,i,6,i
Cc1ccc(C23CC4CC(CC(CC(=O)N5CCOCC5)(C4)C2)C3)cc1,i,i,-16,i,i,5,i,i,i,7,i
Cc1csc(NC(C)c2nc3cc(C(F)(F)F)ccc3n2CCOCCO)n1 (stereo not drawn),i,i,-6,i,i,-2,i,i,i,7,i
CCOC(=O)C1CCN(S(=O)(=O)c2ccc(C(C)(C)C)cc2)CC1,i,i,-11,i,i,-7,i,i,i,-2,i
O=C(NCc1ccco1)NC1CCCCC1,i,i,-6,i,i,3,i,i,i,1,i
O=C1CS/C(=N/N=C/c2ccccc2)N1c1ccc(O)cc1,i,i,-9,i,i,-1,i,i,i,-4,i
Cc1ccc(C(=O)COC(=O)c2ccncc2)cc1[N+](=O)[O-],i,i,-6,i,i,5,i,i,i,1,i
CC(=O)c1c(C)n(-c2ccc(Br)cc2)c2ccc(O)cc12,i,i,-11,i,i,-1,i,i,i,5,i
N#CC1=C(N)SC(N)=C(C#N)C1Cc1ccccc1,i,i,-13,9*,i,25,i,i,i,-2,i
O=c1cc(CSc2ccccc2)nc(-c2ccncc2)[nH]1,i,i,-3,i,i,1,i,i,i,-3,i
COc1nc(NCc2ccc(Cl)cc2)nc(OC)n1,i,i,-3,i,i,-3,i,i,i,7,i
CC1C2CC(CC1(C)C)N(C(=O)Nc1ccc3nccnc3c1)C2 (stereo not drawn),i,i,-7,i,i,-2,i,i,i,-6,i
CCOC(=O)CSc1ncc(-c2ccccc2)cn1,i,i,-8,i,i,-2,i,i,i,-3,i
COc1ccc(CCNS(=O)(=O)CC23CCC(CC2=O)C3(C)C)cc1OC (stereo not drawn),i,i,-9,i,i,-2,i,i,i,-2,i
CCOc1cc(N2CCOCC2)c(OCC)cc1NC(=S)NCCCOC,i,i,-2,i,i,-4,i,i,i,3,i
CC(=O)NS(=O)(=O)c1ccc(N2C(=O)CC(Sc3nccc(C)n3)C2=O)cc1 (stereo not drawn),i,i,-1,i,i,1,i,i,i,-1,i
COc1cccc(OCc2nnc(SCC(=O)OCc3ccccc3)o2)c1,i,i,-11,i,i,-1,i,i,i,nt,i
O=C(CCN1C(=O)C2C3CCC(C3)C2C1=O)Nc1ccc(Cl)cc1Cl (stereo not drawn),i,nt,-8,i,i,1,i,i,i,nt,i
O=C(Oc1c(Cl)cc(Cl)c2cccnc12)c1cccc([N+](=O)[O-])c1,i,i,-2,i,i,88*,i,i,i,-4,i
Cc1ccc(NS(=O)(=O)c2ccc(Cl)c(C(=O)O)c2)cc1S(=O)(=O)N1CCOCC1,i,i,-7,i,i,-6,i,i,i,-4,i
COc1ccc(-c2cnn3c(N)c(S(=O)(=O)c4ccccc4)cnc23)cc1,i,i,-11,i,i,-2,i,i,i,1,i
CCCC(O)(CCN1CCOCC1)c1ccc(Br)cc1 (stereo not drawn),i,i,-12,i,i,-1,i,-9*,i,0,i
SMILES,KCNK9 inh,ANO1 block,hERG protect,KCNQ1 inh,KCNK3 inh,SKKanGAS inh,RGS4 inh,RGS4 act,KCNQ1 pot,HDAC3 inhib,TMEM16A act
Nc1nc(NCC(=O)O)nc(N2CCCCCC2)c1[N+](=O)[O-],i,i,-2,i,i,2,i,i,i,2,i
CC(C)(C)OC(=O)NCc1ccc(NC(=O)c2nc[nH]c2C(=O)N[C@@H](Cc2ccccc2)C(=O)OCc2ccccc2)cc1,i,i,-18,i,i,21,i,i,i,-8,i
S=c1[nH]nc(-c2cccnc2)n1/N=C/C=C/c1ccco1,i,i,-8,i,i,-2,i,i,i,-5,i
CC(C)[C@H](NC(=O)N1CC(=O)Nc2ccccc21)C(=O)N[C@@H](Cc1ccccc1)C(=O)O,i,i,-4,i,i,94*,i,i,i,-3,i
COc1ccc(C(=O)Nc2ccccc2C(=O)NC(Cc2ccc(O)cc2)C(=O)NNC(=O)c2ccccc2)cc1 (stereo not drawn),i,i,-8,i,i,8,i,i,i,3,i
COC(=O)C(C)(C)ONC(=O)Nc1ccc([N+](=O)[O-])cc1,i,i,0,i,i,-1,i,i,i,0,i
CCOC(=O)CSc1nc2cc3c(cc2cc1CC)OCCO3,i,i,0,i,i,32,i,i,i,1,i
CC1CC(C)CN(S(=O)(=O)c2ccc3c(c2)oc(=O)n3CC(=O)N(C)Cc2ccccc2)C1 (stereo not drawn),i,i,-2,i,i,2,i,i,i,-9,i

# Screening results deposited in PubChem by several laboratories.

# Outcome played no part in choosing rows. Share with any hit: about 6.3%.
